From PubChem BioAssay
Redox H2O2 prof: compounds producing H2O2 with reducing agent – biochemical, NIH compound library profiling, artefact control for MLSCN library redox annotation, primary screen; DTT-dependent redox cycling H2O2, phenol red/HRP absorbance; 100% = 100 µM peroxide control, 0% = buffer; activation, % at 10 µM; hit rate 0.03% among 200,000;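 active means activation of at least 50% relative to the plate's high and low controls in the primary single-dose screen; inactive means activation below 50%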;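 further: compound incubated with DTT at 0.8 mM final as the reducing agent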
PMI act hi M6P: human PMI activators, high substrate, primary screen, biochemical, fluorescence intensity, near-saturating mannose 6-phosphate; Mannose-6-phosphate isomerase (Homo sapiens), P34949; coupled PMI enzyme assay, resazurin fluorescence, 20 min; hits give high values; 1 = untreated enzyme, 0 = substrate-free blank; activation factor at 20 µM; hit rate 0.34% among 190,000; AID 1216, 2008;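 active means activation factor of 2 or more at 20 µM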
Target sequence (P34949 whole entry, looked up): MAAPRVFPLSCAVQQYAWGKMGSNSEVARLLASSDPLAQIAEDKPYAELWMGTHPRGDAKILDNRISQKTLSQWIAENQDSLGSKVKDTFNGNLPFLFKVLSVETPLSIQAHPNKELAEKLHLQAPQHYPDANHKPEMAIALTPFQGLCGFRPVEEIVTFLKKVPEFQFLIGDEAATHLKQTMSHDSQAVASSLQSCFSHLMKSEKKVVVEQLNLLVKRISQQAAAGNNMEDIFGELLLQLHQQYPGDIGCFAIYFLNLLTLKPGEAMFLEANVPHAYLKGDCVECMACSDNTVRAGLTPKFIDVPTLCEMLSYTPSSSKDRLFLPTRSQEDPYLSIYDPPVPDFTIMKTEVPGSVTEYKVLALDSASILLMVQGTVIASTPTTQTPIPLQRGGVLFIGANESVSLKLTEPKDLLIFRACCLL
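Material: human phosphomannose isomerase with PGI, G6PDH, diaphorase coupling enzymes. Quantity: 15 ng/mL PMI. Medium: HEPES pH 7.4 buffer with MgCl2 and Tween-20. Reagent: Near-saturating mannose-6-phosphate, 1.0 mM. Compound: 20 µM single dose. Times: enzyme reaction with compound 20 min at room temperature. Detection: resorufin fluorescence at Ex 544/Em 590 nm.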
Diaphorase act: compounds boosting diaphorase resazurin reduction – biochemical, uHTS, resorufin fluorescence, counter-screen for diaphorase-coupled primary assays, primary screen; Diaphorase/resazurin coupled assay, 16 min; hits give high values; 1 = vehicle wells, 0 = NADH-free wells; activation factor at 20 µM; hit rate 0.005% among 190,000;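 active means diaphorase activity raised at least twofold by the compound at 20 µM; inactive means activation factor below 2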
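Measured by – red resorufin fluorescence at 544/590 nm excitation/emission · Test system – Clostridium kluyveri diaphorase, purified enzyme · Incubation – reaction time 16 min, room temperature · Buffer or medium – 50 mM HEPES pH 7.4 with 4.542 mM MgCl2, 0.005% Tween 20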
Diaph inh CS: diaphorase inhibitors and chemical oxidizers, primary screen, counter-screen for diaphorase-coupled primary assays, biochemical, uHTS, resorufin fluorescence; diaphorase resazurin-to-resorufin fluorescence, NADH, 16 min; bacterial (C. kluyveri) enzyme, not human; inhibition, % at 20 µM; hit rate 0.69% among 190,000;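 active means primary screen inhibition at 20 µM above a set limit, cut at about 50% in these data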;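 further: plate controls were DMSO with full reaction for no effect and wells lacking NADH for full effect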
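Detection: fluorescence of resorufin formed from resazurin, Ex 544/Em 590 nm; test system: Clostridium kluyveri diaphorase enzyme; amount: 0.14 U/mL diaphorase, enzyme working solution; times: 16-min room-temperature incubation before reading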
PMI act: activators of human PMI, primary screen, biochemical, fluorescence intensity, near-Km mannose 6-phosphate; hit rate 0.005% among 190,000; activation factor at 20 µM; purified human PMI, coupled resazurin fluorescence, 20 min; hits give high values; 1 = vehicle control, 0 substrate-free wells; AID 1214, 2008;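 active means activation factor of 2 or more at 20 µM, relative to plate controls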
Hsp70 act: Hsp70 transcriptional activators, primary screen, cell-based, HeLa, Hsp70 promoter luciferase, luminescence, 10 µM; HeLa Hsp70 promoter luciferase reporter; scaled: vehicle 0, proteasome-inhibitor control 100%; activation, % at 10 µM; hit rate 0.04% among 200,000;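 active means activation above the mean across all tested compounds plus 3 SD, cutoff set per campaign, cut at about 5.5% in these data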;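 further: 100% = MG132 at 30 µM as the positive control and 0% = DMSO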
Lmaj promast: Leishmania major promastigote growth inhibition, primary screen; Leishmania major promastigotes, resazurin fluorescence viability; inhibition, % at 10 µM; hit rate 9% among 200,000; AID 1063, 2008;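 further: promastigotes grown with compound for 44 hours at 28 °C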
S1P3 antag: S1P3 receptor antagonists, primary screen, cell-based; Sphingosine 1-phosphate receptor 3 (Homo sapiens), Q99500; hit rate 0.27% among 170,000; inhibition, % at 4.98 µM; AID 485, 2006; CHO S1P3 NFAT-BLA reporter, FRET fluorescence, antagonist mode;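 active means inhibition above the plate cutoff, the mean inhibition of test wells on that plate plus 3 SD, cut at about 28% in these data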;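 further: cells challenged with S1P at its EC80 of 0.8 µM; blue over green emission ratio from cleaved BLA substrate after 4 h stimulation; 0% = S1P-stimulated wells and 100% = unstimulated DMSO-only wells; some compounds past the cut are filed as inactive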
Target sequence (Q99500 whole entry, looked up): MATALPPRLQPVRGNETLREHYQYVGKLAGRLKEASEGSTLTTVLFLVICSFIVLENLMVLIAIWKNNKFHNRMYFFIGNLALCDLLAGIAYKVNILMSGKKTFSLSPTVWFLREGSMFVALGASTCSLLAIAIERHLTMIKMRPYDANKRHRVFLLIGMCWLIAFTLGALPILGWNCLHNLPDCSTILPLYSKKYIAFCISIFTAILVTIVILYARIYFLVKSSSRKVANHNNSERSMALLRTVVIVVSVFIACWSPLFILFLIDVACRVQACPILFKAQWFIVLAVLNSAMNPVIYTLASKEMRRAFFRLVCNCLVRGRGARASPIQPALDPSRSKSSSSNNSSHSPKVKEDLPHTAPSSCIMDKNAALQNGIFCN
TLR4-MyD88 BLA: inhibitors of TLR4-MyD88 association in cells, primary screen, cell-based, HeLa CL3-4, BLA complementation, FRET ratio | HeLa CL3-4 TLR4/MyD88 BLA complementation | inhibition, % at 8.4 µM | hit rate 0.18% among 200,000; in the data active means inhibition above about 25%;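 further: 0% = vehicle and 100% = reference inhibitor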
RAM inhibit: inhibitors of the yeast RAM network, primary screen, dse1pr::URA3 reporter, 5-FOA selection; hit rate 1.8% among 190,000; AID 868, 2007; S. cerevisiae dse1pr::URA3 reporter, 5-FOA growth OD615, 2 d; analog-sensitive cbk1-as2 kinase mutant strain; inhibition, % at 50 µM;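 active means inhibition above a set limit, 3 SD over mean compound inhibition, cut at about 8.4% in these data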;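 further: 0% = DMSO-only wells with no growth and 100% = 10 µM 1-NA-PP1 full growth; inhibition rescues growth on 5-FOA so higher OD means more RAM inhibition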
G6PDH CS: L. mesenteroides G6PDH inhibitors, counter-screen for G6PDH-coupled screening assays, biochemical, Leuconostoc mesenteroides enzyme; glucose-6-phosphate dehydrogenase [Leuconostoc mesenteroides]; Purified L. mesenteroides G6PDH, diaphorase/resazurin coupled fluorescence, 45 min; inhibition, % at 5 µM; hit rate 0.12% among 200,000; AID 1020, 2008
Active calls of the source: *; · = no result given. Unless noted, no stated cut-off is given here; in the data, active means inhibition above about 50%; inactive means the rest.

SMILES | Redox H2O2 prof | PMI act hi M6P | Diaphorase act | Diaph inh CS | PMI act | Hsp70 act | Lmaj promast | S1P3 antag | TLR4-MyD88 BLA | RAM inhibit | G6PDH CS
O=C(Nc1ccccc1[N+](=O)[O-])c1cncc(Br)c1 | 0.5 | 1 | 0.9 | 11 | 1 | 0.1 | 2 | 0 | 5 | -0.6 | -1
COCc1c(C#N)c(NCCc2ccc(F)cc2)nc(C)c1[N+](=O)[O-] | -1.0 | 0.9 | 0.8 | 22 | 0.9 | -0.1 | -3 | -9 | -23 | 7.2 | -2
CCOC(=O)c1ccc(S(=O)(=O)N2CCN(CCC#N)CC2)cc1 | -0.1 | 1.1 | 1.1 | -8 | 1 | 0.1 | -13 | 2 | -6 | -0.1 | -11
O=C(c1cc(Cl)ccc1[N+](=O)[O-])N1CCc2ccccc2C1 | -0.3 | 0.9 | 0.8 | 15 | 0.9 | 0.2 | -6 | 3 | -9 | 1.2 | 7
CCOC(=O)CNC(=O)CSc1nnc(-c2ccco2)n1N | -5.4 | 0.9 | 1 | 3 | 1 | -0.1 | -1 | 14 | -4 | -0.5 | 6
Cc1ccc(OCC(=O)N/N=C/c2ccc([N+](=O)[O-])o2)cc1 | -3.5 | 1.2 | 0.9 | 7 | 1.1 | 0.7 | 100* | · | -7 | 1.0 | -30
CCOC(=O)CC1COCCN1Cc1cn[nH]c1-c1ccc2c(c1)OCO2 (stereo unspecified) | 0.5 | 1 | 0.9 | 14 | 1 | 0.0 | -8 | -7 | 23 | -0.5 | 3
Cc1ccc(N2CN=C3SCC(=O)N3C2)cc1C | -0.6 | 0.9 | 0.8 | 19 | 0.9 | 0.4 | 1 | -10 | -1 | 1.6 | 11
Cc1cccc(NC(=O)N(C)Cc2cccs2)c1 | 0.1 | 1 | 0.9 | 11 | 1 | 0.0 | 3 | · | -19 | 0.0 | 5
CCCC(C)NC(=O)COc1ccc(Sc2ccc(OCC(=O)NC(C)CCC)cc2)cc1 (stereo unspecified) | 0.2 | 1.1 | 1 | -2 | 0.9 | -0.3 | 1 | 1 | 6 | 10* | -9
COCCCNCCOCCSc1ccc(Cl)cc1 | -0.2 | 1.2 | 1 | -3 | 1.1 | -0.4 | 98* | -6 | -10 | -0.1 | 2
O=C(CSc1nnc(-c2ccco2)n1Cc1ccccc1)c1ccccc1 | 0.3 | 1.1 | 0.9 | 10 | 1.2 | 0.0 | 14 | -15 | -8 | -0.8 | 0
CCOC(=O)c1sc(NC(=S)NC(=O)c2ccco2)nc1C | 0.3 | 1 | 0.9 | 9 | 0.9 | -0.4 | 1 | -2 | -12 | 1.5 | -22
COc1nc(Oc2ccc(C(=O)O)cc2)nc(Oc2ccc(C(=O)O)cc2)n1 | -3.3 | 0.9 | 0.9 | 10 | 0.9 | -0.1 | -9 | · | 10 | 2.7 | 12
COC(=O)c1ccc(NC(=O)CSc2nnc(CNc3ccc(F)cc3)n2C)cc1 | 4.2 | 1 | 0.9 | 14 | 0.9 | -0.2 | 2 | 5 | -3 | 3.4 | 0
CC(C)(C)NC(=O)C(c1cccnc1)N(C(=O)c1csnn1)c1ccccc1 (stereo unspecified) | -0.9 | 1 | 1.1 | -8 | 1 | -0.3 | -6 | -22 | -1 | -0.1 | 10
CCn1cnc2sc(-c3ccccc3)cc2c1=O | 2.5 | 0.9 | 0.8 | 18 | 0.8 | 0.0 | 4 | -43 | -1 | -1.0 | 2
COC(=O)c1cc(Br)c(=O)n(CCC2=CCCCC2)c1 | -0.6 | 0.9 | 0.8 | 20 | 0.9 | -0.5 | -1 | 10 | -4 | -1.0 | -3
O=C(Nc1cccc(Cl)c1)Nc1ccc(Cl)cn1 | 0.8 | 1 | 1 | 1 | 1 | -0.4 | -3 | · | 6 | 6.0 | 0
CCOC(=O)CSc1nccc(N(C)C)c1C#N | 2.6 | 0.9 | 0.8 | 15 | 1 | -0.1 | 19 | -32 | -3 | 1.8 | -9
CCc1ccc(N2C(=O)CN(Cc3sccc3C)C2=S)cc1 | -0.6 | 1 | 0.9 | 12 | 1 | 0.4 | 21 | -3 | 0 | 7.5 | 6
CC(=O)Nc1cc(C(F)(F)F)ccc1N1CCOCC1 | -0.6 | 0.9 | 0.9 | 10 | 0.8 | -0.2 | -4 | -6 | 2 | -0.3 | 10
COc1ccc(CC(=O)N2CCCc3ccccc32)cc1OC | -0.5 | 1 | 1 | -4 | 0.9 | -0.5 | 0 | 1 | -1 | -0.6 | 17
Cn1c(C(=O)NCCCN2CCN(c3ccccc3F)CC2)cc2c(=O)n(C)c3ccccc3c21 | -0.4 | 1 | 0.8 | 21 | 1 | -0.1 | 36 | -43 | -2 | 1.0 | -5
CSCCC(NC(=O)COc1ccccc1)C(=O)OCC(=O)c1cc2ccccc2o1 (stereo unspecified) | -0.1 | 1 | 0.8 | 20 | 0.9 | 0.0 | -11 | · | -1 | 5.8 | 2
O=C(NCc1cccc(Cl)c1)c1ccc(S(=O)(=O)Nc2cccc(C(F)(F)F)c2)cc1 | 0.3 | 0.8 | 0.7 | 29 | 0.7 | -0.4 | 64* | -7 | 4 | 7.1 | 1
Cc1ccc2nc(-c3cccnc3)c(NC3CCCCC3)n2c1 | 0.0 | 1 | 0.8 | 16 | 0.9 | -0.4 | 88* | 7 | -22 | -1.1 | 6
CCOC(=O)C1=C(c2ccccc2)NC(=O)NC1c1ccc(OC)cc1 (stereo unspecified) | -0.2 | 0.9 | 0.8 | 16 | 1 | -0.1 | -6 | -1 | 5 | 2.3 | 6
Cc1ccc(CNC(=O)C2CCCN(S(=O)(=O)c3c(C)[nH]c(=O)[nH]c3=O)C2)cc1 (stereo unspecified) | 1.1 | 1.1 | 1.1 | -6 | 1 | -0.2 | -4 | 4 | 3 | 1.4 | 1
CC(C)(C)C1CCC(OC(=O)C[N+]2(C)CCCC2)CC1 (stereo unspecified) | -0.1 | 1.1 | 1 | 4 | 0.9 | -0.2 | 6 | -17 | -1 | 0.5 | 11
O=C(CCCN1C(=O)CCC1=O)Nc1ccc(Br)cc1F | 0.8 | 1 | 1 | 5 | 1 | 0.0 | -1 | · | 6 | 5.7 | -1
CCC(CC)C(=O)Nc1cccc(C(=O)Nc2ccc3c(c2)OCO3)c1 | -0.6 | 1 | 1 | 5 | 0.9 | 0.9 | -1 | -1 | -5 | 0.0 | -11
CCOc1ncccc1C(=O)OC(C)C(=O)Nc1ccc(CC)cc1 (stereo unspecified) | 0.1 | 1 | 0.9 | 9 | 1 | -0.3 | 2 | -6 | -9 | 0.6 | 5
COc1cccc(Oc2ccc(N)cc2)c1 | 14 | 0.9 | 0.9 | 10 | 0.9 | 0.1 | 12 | -19 | -7 | 0.2 | -14
O=S(=O)(Nc1cccc(C(F)(F)F)c1)c1cnc[nH]1 | -2.2 | 0.9 | 0.8 | 16 | 0.8 | 0.0 | -7 | -16 | 19 | 1.1 | 2
Cc1nn(C(=O)C(C)N2C(=O)c3ccccc3C2=O)c(C)c1Br (stereo unspecified) | 0.0 | 0.9 | 0.8 | 22 | 0.9 | 0.2 | -2 | -5 | 14 | 0.0 | 5
O=C(C1CC2CCC1C2)N1CCN(Cc2ccc3c(c2)OCO3)CC1 (stereo unspecified) | 1.4 | 0.9 | 0.8 | 19 | 0.9 | -0.5 | 35 | -20 | 4 | 0.0 | -12
c1ccc(CSc2snnc2-c2ccccc2)cc1 | 1.8 | 0.8 | 0.7 | 25 | 0.8 | -0.5 | -6 | · | -10 | -0.8 | 0
Cn1c(CSCc2ccccc2)nnc1SCC(=O)Nc1nccs1 | 1.4 | 0.9 | 0.8 | 23 | 0.9 | -0.2 | 2 | · | -4 | 5.0 | 6
N/C(=N\OC(=O)c1cccnc1)c1ccc(Cl)cc1Cl | 0.5 | 1 | 1 | 3 | 1.1 | 0.4 | -5 | -6 | 3 | 0.0 | 8
COc1ccc(CN2CCSCC2)cc1C | 0.2 | 1 | 0.9 | 14 | 0.9 | -0.5 | 78* | · | 9 | 1.3 | 3
COCC(=O)Nc1ccccc1NC(C)=O | -3.7 | 1 | 0.8 | 15 | 1 | 0.0 | -9 | -26 | 7 | 0.3 | -9
C(=N\n1cnnc1)/c1ccc(N2CCOCC2)cc1 | -0.4 | 0.9 | 0.8 | 22 | 1 | 0.1 | -2 | 19 | -5 | 0.5 | 6
O=C1CC(C(=O)Nc2ccccc2)N=C(N2CCCCC2)N1 (stereo unspecified) | 0.6 | 0.9 | 0.9 | 13 | 0.9 | 0.0 | -11 | -15 | 8 | 0.4 | 9

4 structures already listed, arranged by length of the SMILES, highest first:
SMILES | Redox H2O2 prof | PMI act hi M6P | Diaphorase act | Diaph inh CS | PMI act | Hsp70 act | Lmaj promast | S1P3 antag | TLR4-MyD88 BLA | RAM inhibit | G6PDH CS
O=S(=O)(Nc1cccc(C(F)(F)F)c1)c1cnc[nH]1 | -2.2 | 0.9 | 0.8 | 16 | 0.8 | 0.0 | -7 | -16 | 19 | 1.1 | 2
O=C(CCCN1C(=O)CCC1=O)Nc1ccc(Br)cc1F | 0.8 | 1 | 1 | 5 | 1 | 0.0 | -1 | · | 6 | 5.7 | -1
c1ccc(CSc2snnc2-c2ccccc2)cc1 | 1.8 | 0.8 | 0.7 | 25 | 0.8 | -0.5 | -6 | · | -10 | -0.8 | 0
COc1cccc(Oc2ccc(N)cc2)c1 | 14 | 0.9 | 0.9 | 10 | 0.9 | 0.1 | 12 | -19 | -7 | 0.2 | -14
